DENV2 CPE – inhibitors of DENV2 cytopathic effect, primary screen, cell-based, plate reader, single concentration; DENV2-infected cells, cytopathic effect rescue; CPE inhibition, % at 9.99 µM; 1.7% of 350,000 active; AID 651640, 2012; in the data active = CPE inhibition above about 20%, passing the limit was not always enough; inconclusive = no clear call, values can overlap the other calls; tested in BHK-21 cells;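 note: 0% = median of neutral control wells and 100% = median of positive control wells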
PAX8 reporter – inhibitors of PAX8-driven TPO luciferase reporter, primary screen, RMG-I cells, single concentration | AID 652154, 2013 | inhibition, % at 12.6 µM | SteadyGlo, 24 h | 1.2% of 360,000 active;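 active = mean replicate inhibition at least 60% with every replicate also reaching 60%; inconclusive = only one of the two criteria is met; inactive = mean below 60% and not all replicates reaching 60%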;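 note: luciferase light reporting Pax8 driven TPO promoter activity; plate controls were median of neutral control wells for no effect and mitoxantrone controls for full effect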
Casp6 inh – human caspase-6 inhibitors, primary screen, biochemical, VEID-R110 fluorescence, single point, set 2. purified caspase-6, Z-VEID-R110 cleavage fluorescence. inhibition, % at 12.5 µM. 0.53% of 350,000 active;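 active = mean inhibition across replicates at least about 35%, with every replicate also reaching that limit, limit read from the data; inconclusive = only one of the two criteria met; inactive = neither criterion met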;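 note: 0% = median of neutral control wells and 100% = no fluorescence left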
Target sequence (P55212 24-179 limits assumed): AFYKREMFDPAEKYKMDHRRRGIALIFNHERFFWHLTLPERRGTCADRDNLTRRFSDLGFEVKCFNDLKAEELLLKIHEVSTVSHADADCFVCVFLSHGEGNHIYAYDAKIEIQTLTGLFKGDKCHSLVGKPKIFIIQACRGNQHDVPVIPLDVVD
Target sequence (P55212 194-293 limits assumed): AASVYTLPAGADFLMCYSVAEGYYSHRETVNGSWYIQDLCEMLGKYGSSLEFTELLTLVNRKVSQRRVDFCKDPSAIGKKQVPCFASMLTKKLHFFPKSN
ARNT-TACC3 inh – disruptors of ARNT/TACC3 protein interaction, primary screen, biochemical, AlphaScreen, single concentration; Transforming acidic coiled-coil-containing protein 3 (Homo sapiens), Q9Y6A5; AlphaScreen His-ARNT PAS-B/GST-TACC3 binding, luminescence; TACC3 fragment carries E629A point mutation; inhibition, % at 9.99 µM; 0.66% of 390,000 active; AID 623870, 2012;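 active = mean inhibition of replicates at least 50% and at least half of replicates each reaching 50%; inconclusive = half or more replicates reach 50% but mean below 50%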;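 note: 0% = complete ARNT plus TACC3 wells and 100% = ARNT alone without TACC3; many hits fall short of the cut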
LGR2 antag – inhibitors of bursicon-induced LGR2 CRE-luciferase signal, primary screen, cell-based, HEK293, CRE-luciferase reporter, bursicon stimulation. Drosophila bursicon receptor LGR2 (rickets). bursicon-stimulated, 4 h. inhibition, % at 9.99 µM. 0.35% of 380,000 active;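 active = drop in luminescence signal, shown as inhibition above about 50% in the replicate tests, limit read from the data, passing the limit was not always enough; inconclusive = probably only some replicates passing the limit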;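 note: agonist challenge used bursicon conditioned medium at about half maximal strength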
EWS-Fli block – EWS/Fli-driven NR0B1 reporter inhibitors, primary screen, A673 cells, NR0B1 luciferase, luminescence, MLPCN library; 0.67% of 350,000 active; inhibition, % at 12.6 µM; AID 651661, 2012; viability-normalised;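 active = mean inhibition of at least 50% after viability correction, with every replicate also passing that limit; inconclusive = mean reaches 50% but only one of two replicates passes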;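 note: firefly luciferase signal divided by Alamar Blue viability fluorescence both relative to DMSO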
SIRT5 block – SIRT5 desuccinylase inhibitors, primary screen, biochemical, fluorescence imaging, single point, set 5. 1.1% of 330,000 active. AID 652115, 2013. Purified SirT5, succinyl-peptide AMC, trypsin-coupled fluorescence. inhibition, % at 15 µM. NAD-dependent protein deacylase sirtuin-5, mitochondrial (Homo sapiens), Q9NXA8; in the data active = inhibition above about 15%; inconclusive = no clear call, values can overlap the other calls
Target sequence (Q9NXA8 whole entry, looked up): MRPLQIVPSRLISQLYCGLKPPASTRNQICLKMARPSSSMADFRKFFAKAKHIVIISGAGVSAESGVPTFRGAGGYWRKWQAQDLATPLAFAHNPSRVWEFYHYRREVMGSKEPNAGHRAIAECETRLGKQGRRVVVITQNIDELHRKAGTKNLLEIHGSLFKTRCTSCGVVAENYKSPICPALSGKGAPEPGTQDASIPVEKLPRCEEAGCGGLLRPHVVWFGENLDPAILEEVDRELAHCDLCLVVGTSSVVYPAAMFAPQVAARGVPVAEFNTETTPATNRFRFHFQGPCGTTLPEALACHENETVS
* = called active by the depositor; & = joins results of further samples.

`CCC(=O)N1C[C@H](C)[C@@H](OC)CN(C)C(=O)c2cc(NC(=O)C3CCCCC3)ccc2OC[C@@H]1C` gave DENV2 CPE -4, PAX8 reporter 8, Casp6 inh 1, ARNT-TACC3 inh -6, LGR2 antag 5, EWS-Fli block 0 and SIRT5 block -3.
Screening COc1ccccc1S(=O)(=O)N[C@H]1CC[C@@H](CC(=O)N2CCCCC2)O[C@H]1CO returned DENV2 CPE 3, PAX8 reporter -10, Casp6 inh -1, ARNT-TACC3 inh -14, LGR2 antag 11, EWS-Fli block 3 and SIRT5 block 0.
Cn1nnc(NC(=S)NC(=O)c2ccc(-c3ccc(Br)cc3)o2)n1 was read as DENV2 CPE -5, PAX8 reporter 0, Casp6 inh 5, ARNT-TACC3 inh 1, LGR2 antag -32, EWS-Fli block -8 and SIRT5 block -3.
COC(=O)CSc1ccc2nnc(CCNS(=O)(=O)c3ccccc3)n2n1 was read as PAX8 reporter -5, Casp6 inh 0, ARNT-TACC3 inh -2, LGR2 antag 8 and EWS-Fli block -1.
Cc1c(C(=O)NCc2ccccc2C(F)(F)F)sc(=O)n1Cc1ccc(S(=O)(=O)N(C)C)cc1 was read as DENV2 CPE 5, PAX8 reporter 15, Casp6 inh -1, LGR2 antag 2 and EWS-Fli block 10.
COc1ccc(Cl)cc1S(=O)(=O)N1CCN(C(=O)c2n[nH]c(=O)c3ccccc23)CC1 was read as DENV2 CPE inconclusive, PAX8 reporter 19, Casp6 inh -1, ARNT-TACC3 inh -14, LGR2 antag 31 and EWS-Fli block 13.
For CCC(=O)N(C)C[C@@H]1Oc2cc(C#C[C@@H](C)O)ccc2S(=O)(=O)N([C@H](C)CO)C[C@H]1C the results were DENV2 CPE -5, PAX8 reporter 1, Casp6 inh 2, ARNT-TACC3 inh -10, LGR2 antag -13, EWS-Fli block -13 and SIRT5 block 0.
`Cc1noc(C)c1S(=O)(=O)N(C)C[C@H]1Oc2ccc(NS(=O)(=O)c3cccs3)cc2C(=O)N([C@@H](C)CO)C[C@H]1C` gave DENV2 CPE 20, Casp6 inh 0, ARNT-TACC3 inh -4, LGR2 antag 2, EWS-Fli block 12 and SIRT5 block 6.
`C[C@H]1CCCCO[C@@H](CN(C)C(=O)NC2CCCCC2)[C@@H](C)CN([C@@H](C)CO)C(=O)c2cc(NC(=O)c3ccccc3)ccc2O1` gave DENV2 CPE -7, PAX8 reporter 16, ARNT-TACC3 inh -8, LGR2 antag 11 and EWS-Fli block 1.
`CC(C)NC(=O)Nc1ccc2c(c1)C(=O)N([C@@H](C)CO)C[C@H](C)[C@H](CN(C)Cc1ccncc1)O2` gave DENV2 CPE 5, PAX8 reporter -3, Casp6 inh 0, ARNT-TACC3 inh 9, LGR2 antag 6, EWS-Fli block 4 and SIRT5 block -2.
COc1cccc(CNC(=O)CCC2CCCN(C(=O)c3cccc(Cl)c3)C2)c1 (stereo unspecified) was read as DENV2 CPE -1, PAX8 reporter 22, Casp6 inh -5, ARNT-TACC3 inh 0, LGR2 antag -12, EWS-Fli block 13 and SIRT5 block -6.
For O=C(Nc1nnc(C2CC2)o1)c1ccc(S(=O)(=O)N2CCCCC2)cc1 the results were DENV2 CPE -2, PAX8 reporter 1, Casp6 inh -1, ARNT-TACC3 inh 51*, LGR2 antag -1, EWS-Fli block 16 and SIRT5 block 0.
COc1cccc(Cn2cc(/C=N/NC(=O)c3cc(O)cc(O)c3)c3ccccc32)c1 was read as DENV2 CPE -6, PAX8 reporter 8, Casp6 inh 14, ARNT-TACC3 inh 6, LGR2 antag -2, EWS-Fli block 2 and SIRT5 block 1.
`CCC(C(=O)OCC(=O)Nc1c(C)nn(-c2ccccc2)c1C)c1ccccc1` (stereo unspecified) gave DENV2 CPE -1, PAX8 reporter -4, Casp6 inh 1, LGR2 antag 7, EWS-Fli block -1 and SIRT5 block -2.
Screening O=C(/C=C/c1ccco1)Nc1scc(-c2ccccc2)c1C(=O)O returned DENV2 CPE -4, PAX8 reporter -33, Casp6 inh 44*, ARNT-TACC3 inh 1, LGR2 antag 17, EWS-Fli block -87 and SIRT5 block 4.
For Cc1ccsc1C(=O)OCC(=O)NCc1ccc(Cl)cc1 the results were DENV2 CPE 14, PAX8 reporter -1, Casp6 inh 0, LGR2 antag -32, EWS-Fli block -7 and SIRT5 block -2.
Screening COc1ccc(N2C(=O)N3[C@H](c4cccc(C)c4)[C@@H]4C(=O)N(Cc5ccccc5)C(=O)[C@@H]4[C@]3(Cc3ccccc3)C2=O)cc1 returned DENV2 CPE 82*, PAX8 reporter -18, Casp6 inh -6, LGR2 antag -1, EWS-Fli block -8 and SIRT5 block 0.
`CC(=O)c1cccc(S(=O)(=O)NC2CCCCCC2)c1` gave PAX8 reporter 9, ARNT-TACC3 inh -9 and LGR2 antag -4.
CC1(C)Cc2nc(-c3ccccc3)nc(SCC(=O)N3CCCC3)c2CO1 was read as DENV2 CPE -6, PAX8 reporter -4, Casp6 inh 2, ARNT-TACC3 inh -6, LGR2 antag -11, EWS-Fli block 0 and SIRT5 block -4.
Screening COc1cc([N+](=O)[O-])cc(/C=N/NC(=O)c2cccnc2)c1O returned DENV2 CPE -1, PAX8 reporter -13, Casp6 inh 14, ARNT-TACC3 inh 73*, LGR2 antag 0, EWS-Fli block 16 and SIRT5 block 6.
Screening Nc1nccc(-c2nn(-c3ccc(Cl)cc3)ccc2=O)n1 returned DENV2 CPE -4, PAX8 reporter 9, Casp6 inh -3, ARNT-TACC3 inh 5, LGR2 antag -4, EWS-Fli block 2 and SIRT5 block 0.
COc1ccc(CN(C)C(=O)c2cccc(C(=O)N(C)Cc3ccc(OC)cc3)c2)cc1 was read as DENV2 CPE -2, PAX8 reporter 28, Casp6 inh 2, ARNT-TACC3 inh -11, LGR2 antag 6, EWS-Fli block 8 and SIRT5 block 6.
Screening COc1ccccc1NC(=O)C1CCCN(S(=O)(=O)c2ccc3c(c2)CC(C)N3C(C)=O)C1 (stereo unspecified) returned DENV2 CPE 13, PAX8 reporter 19, Casp6 inh 2, ARNT-TACC3 inh -1, LGR2 antag 3 and SIRT5 block 0.
Screening O=C1OCCC/C1=C\c1ccc2c(c1)OCO2 returned DENV2 CPE -1, PAX8 reporter 8, Casp6 inh 6, ARNT-TACC3 inh -7, LGR2 antag -12, EWS-Fli block -7 and SIRT5 block -3.
CCCCn1c(N)c(N(CC(C)C)C(=O)c2oc3ccc(OC)cc3c2C)c(=O)[nH]c1=O was read as DENV2 CPE 14, Casp6 inh 4, ARNT-TACC3 inh -5, LGR2 antag -23, EWS-Fli block 1 and SIRT5 block -1.
`C[C@H](CO)N1C[C@H](C)[C@@H](CN(C)CC2CCCCC2)Oc2ccc(NC(=O)CCN3CCOCC3)cc2C1=O` gave DENV2 CPE 5&6, PAX8 reporter -9&11, Casp6 inh -6&-14, ARNT-TACC3 inh 2, LGR2 antag -1&4, EWS-Fli block -5&0 and SIRT5 block -2.
For Cc1cccc(NC(=O)c2nc[nH]c2C(=O)NCCCCCCNC(=O)c2[nH]cnc2C(=O)Nc2cccc(C)c2)c1 the results were DENV2 CPE 7, PAX8 reporter -5, Casp6 inh 1, ARNT-TACC3 inh -19, LGR2 antag -3 and EWS-Fli block 0.
Screening O=C(/C=C\c1ccccc1)Oc1cccc2cccnc12 returned DENV2 CPE 1, PAX8 reporter 9, Casp6 inh 5, LGR2 antag 3, EWS-Fli block 4 and SIRT5 block -1.
COc1ccc(OC)c(C2=C/C(=C/c3ccccn3)C(=O)O2)c1 was read as DENV2 CPE 0, PAX8 reporter 15, Casp6 inh -1, ARNT-TACC3 inh 3, LGR2 antag -10, EWS-Fli block 18 and SIRT5 block 6.
Screening Cc1cc(=O)[nH]c(N/N=C/c2ccc(F)cc2)n1 returned DENV2 CPE 6, PAX8 reporter -5, Casp6 inh 3, ARNT-TACC3 inh 0, LGR2 antag -4, EWS-Fli block -20 and SIRT5 block 3.
Cn1nnc2cc(C(=O)Nc3ccc4ccccc4c3)ccc21 was read as DENV2 CPE 11, PAX8 reporter -218, Casp6 inh -4, ARNT-TACC3 inh 2, LGR2 antag -69, EWS-Fli block -34 and SIRT5 block 0.
Cc1ccccc1C(=O)N/N=C1\SCC(=O)N1Cc1ccco1 was read as DENV2 CPE -1, PAX8 reporter -8, Casp6 inh 1, ARNT-TACC3 inh -6, LGR2 antag 4, EWS-Fli block 1 and SIRT5 block 2.
COc1ccc(N/C=C(\C#N)c2ccc(OCCCF)cc2)cc1 was read as Casp6 inh -1, LGR2 antag -25 and SIRT5 block 6.
Screening Cc1nn(CC(=O)NCCC2=CCCCC2)c(C)c1S(=O)(=O)N(C)C returned DENV2 CPE 0, PAX8 reporter 7, Casp6 inh 1, ARNT-TACC3 inh -2, LGR2 antag 3, EWS-Fli block 2 and SIRT5 block -2.
`O=C(c1cccc(S(=O)(=O)Nc2ccccc2F)c1)N1CCN(c2ccccc2F)CC1` gave DENV2 CPE 3, PAX8 reporter 4, Casp6 inh 0, ARNT-TACC3 inh -1, LGR2 antag -21, EWS-Fli block 6 and SIRT5 block -7.
For C[C@@H]1CN([C@@H](C)CO)C(=O)Cc2cc(NS(C)(=O)=O)ccc2O[C@H]1CN(C)C(=O)Nc1ccccc1 the results were DENV2 CPE 16, PAX8 reporter 24, Casp6 inh 3, ARNT-TACC3 inh -3, LGR2 antag 4, EWS-Fli block 3 and SIRT5 block 6.
`COc1ccc(C(C(=O)NC2CCCC2)N(C(=O)Cc2cccs2)C2CC2)cc1OC` (stereo unspecified) gave DENV2 CPE -1, PAX8 reporter -11, Casp6 inh 0, ARNT-TACC3 inh 1, LGR2 antag 0, EWS-Fli block 0 and SIRT5 block -1.
For CCC(=O)N(C)C[C@H]1Oc2ncc(-c3ccc(C)cc3)cc2C(=O)N([C@H](C)CO)C[C@H]1C the results were DENV2 CPE 20, Casp6 inh 1, ARNT-TACC3 inh -7, LGR2 antag -4, EWS-Fli block -9 and SIRT5 block 3.
`CCOC(=O)N1CCN(C(=O)C[C@@H]2C[C@@]3(C(=O)OCC)CCCC=C3N(Cc3ccco3)C2=O)CC1` gave DENV2 CPE 0, PAX8 reporter 2, Casp6 inh 1, LGR2 antag 19 and EWS-Fli block 10.
Screening C[C@@H]1CN([C@H](C)CO)C(=O)c2cccc(NC(=O)c3cnccn3)c2O[C@@H]1CN(C)Cc1ccc2c(c1)OCO2 returned DENV2 CPE 1, PAX8 reporter 2, Casp6 inh -1, ARNT-TACC3 inh 1, LGR2 antag -8, EWS-Fli block 1 and SIRT5 block -4.
`O=C(NN=Cc1ccc(Cl)cc1Cl)C1CC1` gave DENV2 CPE 2, Casp6 inh -1, ARNT-TACC3 inh -12, LGR2 antag -1, EWS-Fli block -17 and SIRT5 block -3.
For CN(Cc1cn(Cc2ccc(F)cc2)nn1)C1CN(Cc2cn(Cc3ccc(F)cc3)nn2)S(=O)(=O)C1 (stereo unspecified) the results were DENV2 CPE -4, PAX8 reporter -21, Casp6 inh -2, LGR2 antag -7, EWS-Fli block 2 and SIRT5 block 3.

Sorted by length of the SMILES (descending): some entries from above
Screening C[C@@H]1CN([C@H](C)CO)C(=O)c2cccc(NC(=O)c3cnccn3)c2O[C@@H]1CN(C)Cc1ccc2c(c1)OCO2 returned DENV2 CPE 1, PAX8 reporter 2, Casp6 inh -1, ARNT-TACC3 inh 1, LGR2 antag -8, EWS-Fli block 1 and SIRT5 block -4.
`COc1ccc(C(C(=O)NC2CCCC2)N(C(=O)Cc2cccs2)C2CC2)cc1OC` (stereo unspecified) gave DENV2 CPE -1, PAX8 reporter -11, Casp6 inh 0, ARNT-TACC3 inh 1, LGR2 antag 0, EWS-Fli block 0 and SIRT5 block -1.
Cn1nnc2cc(C(=O)Nc3ccc4ccccc4c3)ccc21 was read as DENV2 CPE 11, PAX8 reporter -218, Casp6 inh -4, ARNT-TACC3 inh 2, LGR2 antag -69, EWS-Fli block -34 and SIRT5 block 0.

High-throughput results deposited in PubChem BioAssay by Broad Institute.
